HT1080NT lethal: qHTS for induction of synthetic lethality in tumor cells producing 2HG: qHTS for the HT-1080-NT fibrosarcoma cell line; HT-1080-NT fibrosarcoma viability, CellTiter-Glo ATP luminescence, 48 h; Potency, µM (highest dose often 46.1 µM), for inactives: top-dose activity, negative = less viability, actives largely listed as cytotoxic; actives 1.6% (n = 360,000);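 also: NT is the 2HG producing partner of a matched IDH1 knockdown line; potency is read from the fitted curve at half-maximal effect; 0% = DMSO-treated cells and -100% = media-only wells without cells; nearly all actives have a fitted effect of over 55% in size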
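Viability by CellTiter-Glo luminescence after 48 h compound exposure at 37C of HT-1080-NT cells (750/well, RPMI, 5% FBS). % activity scaled between DMSO wells and medium-only wells, then curve-fitted and categorized by curve class.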
KB-V1 MDR tox: qHTS assay for MDR1-selective chemotherapeutics: Primary screen using the drug-selected MDR subline cells KB-V1. KB-V1 MDR cells viability, CellTiter-Glo, 72 h. Potency, µM (doses to about 46.1 µM), for the others: at the highest dose activity change, negative = cytotoxicity, actives largely listed as cytotoxic. actives 3.4% (n = 400,000). AID 1347076, 2019; also: potency is read from the fitted curve at half-maximal effect; % is scaled to controls: 0 for no effect and ±100 for the full control effect; nearly all actives have a fitted effect of over 60% in size
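Readout: CellTiter-Glo luminescence, 10 min after addition. Cells: KB-V1 MDR subline, 72 h at 37 degrees C with compound. Analysis: corrected, normalized data fitted to concentration-effect curves.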
IL-1B inflam inh: qHTS for Inhibitors of Inflammasome Signaling: IL-1-beta AlphaLISA Primary Screen; actives 4.7% (n = 360,000); THP-1 LPS/ATP IL-1B secretion, AlphaLISA, 16 h; hits give low values; activity change, % at 57.5 µM; AID 743279, 2014; in the data active = activity change below about -50%; inconclusive = mostly about -30% to -49%; also: % is scaled to controls: 0 for no effect and ±100 for the full control effect
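Secreted IL-1B measured by AlphaLISA bead assay after 16 h compound exposure of THP-1 cells; compounds (final up to 57.5 uM) added 1 h before LPS (250 ng/mL) and ATP (1.25 mM) stimulation; lower signal means less secretion.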
SW480 rereplic: A quantitative high throughput screen for small molecules that induce DNA re-replication in SW480 colon adenocarcinoma cells | Potency, µM (top dose mostly 46.1 µM), inactives show at the highest dose re-replication activation, usual class: activators | SW480 DNA re-replication, Hoechst DNA content imaging, 48 h | AID 624297, 2012 | actives 1.8% (n = 340,000); also: potency is read from the fitted curve at half-maximal effect; % of control where 0% means no effect; nearly all actives have a fitted effect of over 55% in size
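SW480 cells exposed to compounds for 48 hr at 37 C, 5% CO2, then Hoechst-stained 40 min. Nuclear DNA content imaged by fluorescence scanning (405 nm excitation, 500-530 nm emission); re-replication scored as increased high-intensity nuclei.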
HEK293 tox: qHTS of GLP-1 Receptor Inverse Agonists: Cytotox Screen. Potency, µM (doses to about 38.3 µM), for the others: top-dose activity change, negative = inhibition, actives largely listed as inhibitors. HEK293 cAMP-luciferase reporter cells, luminescence, 24 h. actives 0.13% (n = 410,000);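 also: loss of luciferase light is scored as toxicity; potency is read from the fitted curve at half-maximal effect; % is scaled to controls: 0 for no effect and ±100 for the full control effect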
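To flag toxic compounds, the library was rerun on cells for 24 hr at 37 deg C and 5% CO2. Viability-linked luminescence was captured 12 min after adding luciferase detection reagent.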
MCF10A rereplic: A quantitative high throughput screen for small molecules that induce DNA re-replication in MCF 10a normal breast cells; actives 2.9% (n = 350,000); MCF 10A DNA re-replication, Hoechst nuclear intensity, 48 h; Potency, µM (titrated, usually from 46.1 µM), for the others: at the highest dose activity, positive = re-replication, hits mostly activators; also: potency is read from the fitted curve at half-maximal effect; % of control where 0% means no effect; nearly all actives have a fitted effect of over 50% in size
D3 ag: qHTS of D3 Dopamine Receptor Agonist: qHTS. D3R DiscoveRx beta-arrestin cells, luminescence, 90 min. actives 0.58% (n = 410,000). D(3) dopamine receptor (Homo sapiens), P35462. max activation, %; in the data active = max activation above about 30%; also: 0% is about no effect; mostly tested at two doses, the higher about 12 µM
Target sequence (P35462 whole entry, looked up): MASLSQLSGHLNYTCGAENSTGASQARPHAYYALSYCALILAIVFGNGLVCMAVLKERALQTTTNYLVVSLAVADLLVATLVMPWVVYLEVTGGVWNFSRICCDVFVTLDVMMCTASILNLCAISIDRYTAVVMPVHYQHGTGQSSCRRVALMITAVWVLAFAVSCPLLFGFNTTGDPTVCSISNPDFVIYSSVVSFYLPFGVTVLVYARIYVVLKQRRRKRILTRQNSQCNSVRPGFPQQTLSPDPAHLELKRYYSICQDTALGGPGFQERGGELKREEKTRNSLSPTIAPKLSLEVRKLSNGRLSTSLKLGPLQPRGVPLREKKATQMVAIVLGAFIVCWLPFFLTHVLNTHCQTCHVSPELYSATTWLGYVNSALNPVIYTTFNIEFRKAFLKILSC
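Cells at 1500/well, incubated overnight, then treated with pinned compounds (dopamine as control) for 90 min at 37 degrees C. DiscoveRx reagent added for 30 - 60 minutes at room temperature; luminescence read.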
HT1080 IDH1KD tx: qHTS for induction of synthetic lethality in tumor cells producing 2HG: qHTS for the HT-1080-IDH1KD cell line; actives 2% (n = 360,000); Potency, µM (titrated, usually from 46.1 µM), for the others: at the top dose activity, negative = toxicity, usual class: cytotoxic; HT-1080 IDH1 knockdown viability, ATP luminescence, 48 h; AID 686971, 2013;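 also: potency is read from the fitted curve at half-maximal effect; 0% = DMSO wells and -100% = cell-free medium wells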
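Luminescent ATP read-out (CellTiter-Glo, 10 min at room temperature) after 48 h compound exposure at 37 °C gave viability of IDH1-knockdown HT-1080 cells. Activity was normalised to DMSO and cell-free wells, then fitted as concentration-response curves.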
KB-3-1 cytotox: qHTS assay for MDR1-selective chemotherapeutics: Primary screen using the parental adenocarcinoma cell KB-3-1; KB-3-1 viability, CellTiter-Glo ATP luminescence, 72 h; Potency, µM (highest dose often 46.1 µM), inactives show top-dose activity change, negative = cytotoxic, actives largely listed as cytotoxic; actives 1.4% (n = 400,000); AID 1347075, 2019; also: potency is read from the fitted curve at half-maximal effect; % is scaled to controls: 0 for no effect and ±100 for the full control effect; nearly all actives have a fitted effect of over 60% in size
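Viability of parental KB-3-1 cells, measured by CellTiter-Glo luminescence, followed a 72 h incubation at 37 °C with pinned compounds in phenol-red-free DMEM containing 10% FBS.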
Numbers without * were called inactive; i = inactive; ? = inconclusive; / = no result given; [ ] = remark or other dose. Unless noted, calls follow the shape of the dose curve; as a rule, active = well fitted curve in the direction sought with a large enough effect; inconclusive = small, poorly fitted or top-dose-only effect, or another doubt; inactive = no such curve, though single readings can be large; an effect the other way counts as inactive or inconclusive.

(1) COc1ccccc1NC(=O)c1cc(=O)c2ccc(C)c(C)c2o1
(2) Cc1ccc(NS(=O)(=O)c2ccc(C(=O)NNC(=O)c3ccccc3O)cc2)cc1
(3) C[C@H](CO)N1C[C@H](C)[C@@H](CN(C)C(=O)Nc2ccc3c(c2)OCO3)Oc2c(NC(=O)Nc3ccc(C(F)(F)F)cc3)cccc2C1=O
(4) COc1ccc(C(=O)Nc2ccc3nc(N4CCOCC4)sc3c2)cc1OC
(5) COc1cccc(OC)c1C(=O)NNC(=O)c1ccccc1-n1cccc1
(6) CC1(C)CC(=O)C2=C(C1)OC(N)=C(C#N)C21C(=O)N(Cc2ccccc2Cl)c2ccccc21 (configuration not stated)
(7) CCOC(=O)Cn1c(=O)c(-c2cc(Br)ccc2N)nc2ccccc21
(8) COc1ccc(-c2csc(NC(=S)NC(=O)c3ccco3)n2)cc1Br
screen / no.,1,2,3,4,5,6,7,8
HT1080NT lethal,/,-24%,?,-3%,16%,-1%,2%,14%
KB-V1 MDR tox,4%,?,?,1%,-16%,17%,34%,?
IL-1B inflam inh,/,64,0,48,-5,0,0,-7
SW480 rereplic,/,?,5%,0%,-5%,0%,27%,21%
HEK293 tox,6%,-8%,?,1%,-5%,-1%,-1%,3%
MCF10A rereplic,/,?,-18%,6%,4%,21%,0%,?
D3 ag,7,3,32*,-9,-3,-1,-16,1
HT1080 IDH1KD tx,/,?,?,0%,-3%,1%,2%,16%
KB-3-1 cytotox,9%,?,-28%,14%,-5%,-4%,9%,?

(9) CCc1cccc(CC)c1NC(=O)c1c(C)oc2ccc(O)c(CN3CCOCC3)c12
(10) FC(F)(F)c1ccncc1-c1nnnn1-c1ccc(Cl)cc1
(11) CCCCN1C(=O)N(c2ccc(Cl)cc2)C(C)(O)CC1(C)C (configuration not stated)
(12) O=C(Nc1ccc2c(c1)CCCN2C(=O)c1cccs1)c1ccccc1Cl
(13) COC(=O)/C(NC(C)=O)=C(\C)c1ccc(Cl)cc1
(14) O=C1C(=O)N(Cc2cccs2)c2ccccc21
(15) CN(CC(=O)Nc1ccccc1Sc1ccccc1)Cc1nc2ccccc2c(=O)[nH]1
(16) CCOc1cc(CNC2CCCC2)c(Cl)cc1OCC(=O)Nc1ccccc1
screen / no.,9,10,11,12,13,14,15,16
HT1080NT lethal,/,5%,4%,/,-4%,2%,-21%,-24%
KB-V1 MDR tox,0%,-17%,-3%,-16%,-2%,-3%,-23%,17%
IL-1B inflam inh,/,7,-14,/,-7,-8,-18,-26
SW480 rereplic,/,-21%,1%,/,-21%,?,?,2%
HEK293 tox,-10%,7%,15%,-19%,5%,14%,?,5%
MCF10A rereplic,/,5%,10%,/,-4%,?,?,1%
D3 ag,5,-19,7,1,3,-7,-2,-15
HT1080 IDH1KD tx,/,1%,11%,/,-2%,?,?,-16%
KB-3-1 cytotox,3%,4%,-5%,-17%,6%,-2%,-15%,6%

(17) CC1(C)C(=O)OC(c2cc(Br)ccc2O)C(C)(C)C1=O (configuration not stated)
(18) Cn1nc(C(=O)NCC2COc3ccccc3O2)c2ccccc2c1=O (configuration not stated)
(19) Nc1nc(SCC(=O)Nc2ccc(C(F)(F)F)cc2)[nH]c(=O)c1NC(=O)c1ccc(F)c(F)c1
(20) COc1ccc(-c2nc3c4ccccc4ccn3c2CC2CCCCC2)cc1OC
(21) Nc1nc2c(ncn2[C@@H]2O[C@H](CNC(=O)[C@H](N)Cc3ccccc3)[C@@H](O)[C@H]2O)c(=O)[nH]1
(22) CCCCCCn1cnc2c(c1=O)c1nc3ccccc3nc1n2Cc1cccs1
(23) CCCCCc1c(C)c(C#N)c2nc3ccccc3n2c1-n1ccnc1C
(24) O=C1CC(c2nc3ccccc3[nH]2)CN1c1cccc(Cl)c1 (configuration not stated)
screen / no.,17,18,19,20,21,22,23,24
HT1080NT lethal,?,-4%,-2%,-27%,7%,6%,14%,/
KB-V1 MDR tox,?,?,-2%,-20%,14%,0%,3%,-8%
IL-1B inflam inh,-15,6,i,5,0,1,53,/
SW480 rereplic,/,-12%,-3%,/,/,-2%[9.22 µM],-8%,/
HEK293 tox,7%,-1%,9%,-2%,-3%,2%,50%[activator],1%
MCF10A rereplic,0%,-4%,1%,/,/,16%,-3%,/
D3 ag,2,5,0,-23,6,-3,-7,-20
HT1080 IDH1KD tx,-26%,0%,0%,?,11%,7%,10%,/
KB-3-1 cytotox,0%,-6%,8%,0%,0%,3%,-9%,-1%

(25) COc1ccc(N(C(=O)CNC(=O)c2cccs2)C(C(=O)NCC2CCCO2)c2ccccc2)c(OC)c1 (configuration not stated)
(26) CC1CCN(S(=O)(=O)c2ccc(C(=O)Nc3sccc3C(N)=O)cc2)CC1
(27) CCOC(=O)C1CCCN(S(=O)(=O)c2c(C)noc2C)C1 (configuration not stated)
(28) COc1ccc(C2CC(c3ccccc3C)n3nc(N)nc3N2)cc1 (configuration not stated)
(29) O=C(NCC1COc2ccccc2O1)C1CCC(CNc2c(N3CCCCC3)c(=O)c2=O)CC1 (configuration not stated)
(30) O=C(NCCCn1ccnc1)c1ccc(S(=O)(=O)Nc2ccccc2)cc1
(31) O=C(CNc1ccc(Br)cc1)Nc1ccc(S(=O)(=O)N2CCCC2)cc1
(32) Cc1ccccc1N1C(=O)c2ccccc2C1Nc1cccnc1 (configuration not stated)
screen / no.,25,26,27,28,29,30,31,32
HT1080NT lethal,2%,-8%,14%,8%,8%,3%,-10%,26%
KB-V1 MDR tox,0%,2%,-6%,?,0%,15%,?,-17%
IL-1B inflam inh,-2,-12,27,-28,7,13,-16,51
SW480 rereplic,3%,-8%,-4%,-3%,-11%,11%,-3%,-3%
HEK293 tox,-5%,1%,-5%,-2%,-23%,-8%,-27%,-11%
MCF10A rereplic,22%,?,-1%,6%,16%,20%,8%,-2%
D3 ag,-7,8,6,5,-1,2,-2,-2
HT1080 IDH1KD tx,13%,3%,15%,11%,6%,2%,-1%,-1%
KB-3-1 cytotox,-1%,-29%,-3%,3%,15%,-5%,6%,-3%

(33) COc1ccccc1CC(=O)N1CCCc2ccccc21
(34) COc1ccccc1CNC(=O)CN(c1ccc(C)cc1)S(=O)(=O)c1c(C)n[nH]c1C
(35) Cc1cc2c(cc1C)NC(=O)C(C)CN2 (configuration not stated)
(36) CN(C)c1ccc(N=Nc2cccc(F)c2)cc1
(37) CC(C)(C)S(=O)(=O)c1nc2ccccc2s1
(38) C=CCn1c(SCC(=O)Nc2ccc(NC(C)=O)cc2)nc2sc(C)c(C)c2c1=O
(39) O=C1CCC(=O)N1CNc1cccnc1
(40) CCN(CC)S(=O)(=O)c1ccc(C)c(NC(=O)CSc2nnnn2C)c1
screen / no.,33,34,35,36,37,38,39,40
HT1080NT lethal,-6%,0%,0%,2%,-5%,-10%,13%,2%
KB-V1 MDR tox,9%,3%,-9%,9%,3%,-12%,15%,?
IL-1B inflam inh,5,-21,7,-1,?,0,41,2
SW480 rereplic,-6%,0%,/,-6%,1%,67%,1%[9.22 µM],-3%
HEK293 tox,-2%,15%,-15%,?,-11%,-16%,15%,-10%
MCF10A rereplic,10%,0%,/,-2%,19%,?,-24%,-3%
D3 ag,5,-6,-3,-6,-2,0,-3,5
HT1080 IDH1KD tx,0%,-8%,-9%,10%,-5%,-4%,-15%,3%
KB-3-1 cytotox,16%,1%,-5%,-6%,-26%,0%,20%,?

(41) CCCC(=O)Nc1ccc(S(=O)(=O)Nc2cc(C)nc(C)n2)cc1
(42) COc1cc(CNC(=O)CSCc2nc3cccnc3n2C2CCCCC2)cc(OC)c1OC
(43) Cc1cc(C(=O)CSc2nnc(-c3ccco3)o2)c(C)n1-c1ccc2c(c1)OCCO2
(44) COc1ccc(NC(=O)N(C)C[C@H]2Oc3c(NC(=O)Cc4ccccc4)cccc3C(=O)N([C@H](C)CO)C[C@@H]2C)cc1
(45) COc1ccc(/C(C)=N\Nc2nc(-c3ccccc3)cc(=O)[nH]2)cc1
screen / no.,41,42,43,44,45
HT1080NT lethal,10%,/,-4%,3%,-1%
KB-V1 MDR tox,13%,-32%,?,-5%,?
IL-1B inflam inh,6,/,15,-8,10
SW480 rereplic,-4%,/,-3%,1%,?
HEK293 tox,4%,-16%,4%,-19%,-3%
MCF10A rereplic,?,/,?,7%,?
D3 ag,1,-12,3,-18,-2
HT1080 IDH1KD tx,5%,/,-21%,4%,4%
KB-3-1 cytotox,10%,-16%,-6%,1%,28%

Copied from above, compounds 43 to 45
(43) Cc1cc(C(=O)CSc2nnc(-c3ccco3)o2)c(C)n1-c1ccc2c(c1)OCCO2
(44) COc1ccc(NC(=O)N(C)C[C@H]2Oc3c(NC(=O)Cc4ccccc4)cccc3C(=O)N([C@H](C)CO)C[C@@H]2C)cc1
(45) COc1ccc(/C(C)=N\Nc2nc(-c3ccccc3)cc(=O)[nH]2)cc1
screen / no.,43,44,45
HT1080NT lethal,-4%,3%,-1%
KB-V1 MDR tox,?,-5%,?
IL-1B inflam inh,15,-8,10
SW480 rereplic,-3%,1%,?
HEK293 tox,4%,-19%,-3%
MCF10A rereplic,?,7%,?
D3 ag,3,-18,-2
HT1080 IDH1KD tx,-21%,4%,4%
KB-3-1 cytotox,-6%,1%,28%

Bioassay records from PubChem BioAssay.
